TNAP activators: stimulation of alkaline phosphatase TNAP activity – biochemical, luminescent, no phosphate acceptor, uHTS, primary screen (AID 1001) | purified TNAP, luminescent activation assay, no phosphate acceptor; higher activation fold means a stronger effect | one-dose activation fold at 20 µM; EC50 in µM for titrated hits | actives 0.03% (n = 200,000); in the data active means activation fold from about 3, or a potency from the dose series; inactive means the rest, 99 in 100 with activation fold below about 1.6; further: many of its hits are not listed in these tables
RSV CPE inhibition: inhibition of RSV-induced cytopathic effect – HEp-2 cells, primary 10 µM value included (AID 2391); HEp-2 cells, RSV-induced CPE inhibition; higher % means a stronger effect; actives 0.13% (n = 310,000); CPE inhibition, % at 10 µM; hits with a dose series show IC50 in µM; in the data active means a potency from the dose series; inconclusive means CPE inhibition mostly from about 23% at the one dose, without a potency; inactive means the rest, 99 in 100 with CPE inhibition below about 21%; further: strong numbers were not always called active
Myeloid diff MLP: promotes myeloid progenitor differentiation; actives 1% (n = 360,000); ER-HoxA9 myeloid progenitors, lysozyme-GFP differentiation, flow cytometry; AID 624256; calls only at 10 µM;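 active means normalized GFP-positive differentiation at or above the plate's own cutoff, the solvent-only control mean plus 3 SD; inconclusive means no clear call, values can overlap the other calls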;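 further: cells exposed to compound for four days before flow analysis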
NTR1 ag: agonists of NTR1, primary screen, imaging, U2OS cells, beta-arrestin-GFP, high content (AID 493036); actives 0.17% (n = 330,000); activation, % at 20 µM; NTR1-U2OS beta-arrestin-GFP spot imaging, agonist mode; P30989;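 active means activation at or above 40% of the spot to cytoplasm intensity ratio, with at least 20 cells analyzed; inconclusive means wells under 20 cells, flagged as cytotoxic or low count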;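 further: 0% = DMSO without peptide and 100% = 100 nM NTR1 peptide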
Target sequence (P30989 whole entry, looked up): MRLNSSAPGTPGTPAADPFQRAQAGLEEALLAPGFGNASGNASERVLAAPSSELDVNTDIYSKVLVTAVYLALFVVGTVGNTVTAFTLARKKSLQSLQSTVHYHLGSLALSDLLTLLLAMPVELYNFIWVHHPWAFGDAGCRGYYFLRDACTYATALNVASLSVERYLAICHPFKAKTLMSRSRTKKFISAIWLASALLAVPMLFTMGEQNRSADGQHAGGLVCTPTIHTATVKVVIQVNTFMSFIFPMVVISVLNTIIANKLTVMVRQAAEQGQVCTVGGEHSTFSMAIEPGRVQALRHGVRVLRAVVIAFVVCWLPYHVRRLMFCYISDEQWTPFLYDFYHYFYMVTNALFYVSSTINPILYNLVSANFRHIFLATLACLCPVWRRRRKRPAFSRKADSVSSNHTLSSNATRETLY
K1F lysis inhibition: inhibition of K1F phage lysis, E. coli UTI89, bacterial capsule biogenesis inhibitors, alamar blue (AID 488966). E. coli UTI89 K1F phage lysis, alamar blue, 2 h; higher % means a stronger effect. inhibition, % at 100 µM; hits with a dose series show IC50 in µM. actives 0.02% (n = 340,000);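 active means phage lysis inhibition, versus mean bacterial control, above a set limit; inconclusive means no clear call, values can overlap the other calls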;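 further: capsule biogenesis inhibitors block K1F phage lysis so surviving cells raise fluorescence; higher fluorescence means more inhibition of phage lysis; actives were called in the ten point dose series up to 300 µM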
T cell modulator: T cell immune modulation candidate. 2C CD8+ T cell-vesicle binding, flow cytometry; hits give low values. calls only at 7 µM. actives 0.068% (n = 330,000);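 active means response, share of CD8 T cells binding vesicles, and their 90th percentile fluorescence all below set limits, cut at about 80% in these data, passing the limit was not always enough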
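Material: murine 2C transgenic CD8+ T lymphocytes / Also added: QL9-peptide-loaded Drosophila micro-vesicles bearing Ld, ICAM-1 and B7-1 / Schedule: binding step 1.5 h, 37 °C, antibody labelling 20 min, ice / Signal: flow cytometry, PE anti-B7-1 (FL2) versus Alexa647 anti-CD8 (FL8), PFA-fixed / Evaluation: percent CD8+ FL2 mean versus row control / Benchmarks: naked versus QL9-loaded vesicles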
Salmonella PhoP GFP: inhibitors of PhoP regulon expression, primary screen, Salmonella Typhimurium, GFP reporter (AID 1863); inhibition, % at 50 µM, or IC50 in µM where a hit was titrated; actives 0.16% (n = 300,000); S. Typhimurium PhoP-regulated promoter GFP reporter, 4 h; higher % means a stronger effect;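 active means inhibition over 29.93%, a cutoff 3 SD above the screen mean, later confirmed by dose response; inconclusive means inhibition over 29.93% but no dose response follow-up; inactive means inhibition at most 29.93% or unconfirmed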;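 further: 0% = low Mg2+ inducing control and 100% = high Mg2+ repressing control; strong numbers were not always called active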
Large T inhibition: TAg ATPase/helicase activity blockers – biochemical (AID 1903); SV40 large T antigen ATPase/helicase inhibition assay; higher % means a stronger effect; one-dose inhibition, % at 20 µM; IC50 in µM for titrated hits; actives 0.39% (n = 310,000); in the data active means a potency from the dose series; inconclusive means inhibition mostly from about 32% at the one dose, without a potency; inactive means the rest, 99 in 100 with inhibition below about 32%; further: strong numbers were not always called active
Rac1 GTP hydrolysis: MgcRacGAP GTPase-activating activity inhibitors, confirmation, biochemical, ADP Hunter fluorescence. actives 0.6% (n = 340,000). MgcRacGAP-stimulated Rac1 GTP hydrolysis, ADP Hunter fluorescence; higher % means a stronger effect; GST-tagged Rac1 F28L mutant substrate. inhibition, % at 30 µM; hits with a dose series show IC50 in µM;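 active means first-screen hits whose inhibition reached a set limit at any dose in the follow-up dose series; inconclusive means inhibition above the set first-screen limit but never retested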;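 further: fluorescence reports GDP produced by GAP-driven GTP hydrolysis; strong numbers were not always called active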
T cell modulator vesicle-bound %: further read-out of T cell modulator, marked with its call; double positive events, %; measured here: CD8+ vesicle-bound cell fraction;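 binding gate set so that unloaded-vesicle control wells show 10% double positive cells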
NTR1 ag cell count 20 µM: further read-out of NTR1 ag, marked with its call; cell count; measured here: cell count, cytotoxicity flag
Myeloid diff MLP GFP+ MAC1+ %: also measured in Myeloid diff MLP; calls as there; GFP+ MAC1+ double positive, %; measured here: differentiation confirmed by MAC1 staining
Active calls of the source: *; i = inactive; ? = inconclusive; / = not tested or not shown; + = active, no number; [ ] = remark or other dose. An unsorted share of the library, and some 2.3% of all compounds hit somewhere here.

Order of values – TNAP activators	RSV CPE inhibition	Myeloid diff MLP	Myeloid diff MLP GFP+ MAC1+ %	NTR1 ag	NTR1 ag cell count 20 µM	K1F lysis inhibition	T cell modulator	T cell modulator vesicle-bound %	Salmonella PhoP GFP	Large T inhibition	Rac1 GTP hydrolysis
COc1cccc(C(=O)OCC(=O)NCCc2ccccc2)c1OC
 : 1	1.7%	i	0.4	1.2	88	0.0%	i	44	-3%	-1%	3%
Cc1noc(C)c1COc1cccc(C(=O)NCc2ccccc2Cl)c1
 : 1.1	?	i	0.1	-3.1	85	2.8%	i	49	-2%	-3%	3%
CCOc1ccc(OCC(O)CNC2CCN(Cc3ccccc3)CC2)cc1 (stereo not given)
 : 1.1	-1.5%	i	0.8	-0.3	43	?	i	32	29%	3%	7%
O=C(COc1ccccc1)NCC(=O)Nc1cccc2ccccc12
 : 1	1.2%	i	2.6	6.0	77	1.1%[50 µM]	i	69	9%	12%	5%
CC(=O)NC(Cc1c[nH]c2ccccc12)C(=O)OCC(=O)N1CCCCCC1 (stereo not given)
 : 1.1	2.1%	i	0.4	-0.2	30	-0.7%	i	35	-2%	4%	2%
COc1ccc(NS(=O)(=O)c2ccc(-n3cnnn3)cc2)cc1OC
 : /	2.8%	?	/	-1.3	48	-0.5%	i	14	0%	8%	-9%
CN(C(=O)CSc1nc2ccccc2n1C)C1CCS(=O)(=O)C1 (stereo not given)
 : /	0.9%	i	1.0	-1.1	71	0.6%[50 µM]	i	28	/	/	1%
O=C(COC(=O)Cc1ccsc1)Nc1ccc(Cl)c(S(=O)(=O)N2CCOCC2)c1
 : 1.1	2.4%	i	0.7	4.0	70	-0.1%	i	44	-12%	15%	7%
CCOc1ccc(-n2c(C)cc(C(=O)NS(=O)(=O)c3ccc(C)cc3)c2C)cc1
 : 1.1	0.3%	i	0.9	-1.1	88	-0.1%	i	57	1%	24%	3%
Cc1ccc(S(C)(=O)=NC(=O)c2cc(C)on2)cc1 (stereo not given)
 : /	-0.1%	i	0.4	-0.3	55	0.8%	i	7	-4%	7%	6%
CCCCn1c(N)c(N(CC(C)C)C(=O)C2=NN(c3ccccc3)C(=O)CC2)c(=O)[nH]c1=O
 : /	0.4%	i	0.7	-0.7	82	0.7%[50 µM]	i	45	/	/	3%
CCOc1ncnc2c1sc1nc(C)cc(C)c12
 : /	1.3%	i	0.1	2.1	44	0.3%	i	28	9%	9%	5%
O=C(CC(c1ccccc1)c1ccccc1O)NCc1ccccc1 (stereo not given)
 : 1	0.8%	i	0.0	1.4	90	-0.2%	i	12	-8%	13%	1%
Cc1cc(C)nc(/N=C(\N)Nc2ccccc2-c2ccccc2)n1
 : 1.2	2.1%	+	2.1*	2.7	71	i	i	18	-8%	1%	6%
CCOc1ccc(NC(=O)CN(C)C(=O)c2cc(-c3ccncc3)nc3ccccc23)cc1OCC
 : /	-2.8%	i	0.3	3.0	59	0.8%[50 µM]	i	45	-1%	9%	4%
O=C1CC(Cc2ccccc2)C(=O)N1Cc1ccco1 (stereo not given)
 : 1.1	0.2%	i	0.8	-1.7	26	0.5%	i	32	0%	22%	14%
CN(C)C1=NC[C@H](Cc2ccccc2)N1CCc1ccc(F)cc1
 : /	-1.9%	i	0.9	1.4	92	0.9%	i	42	/	3%	9%
CCCNCC(=O)Nc1cccc(S(=O)(=O)NC2=NCCCCC2)c1
 : /	/	i	3.4	2.1	38	0.4%	i	36	/	/	6%
CC(C)(C)NC(=O)NC(=O)C[n+]1ccc(Cc2ccc([N+](=O)[O-])cc2)cc1
 : /	-0.2%	i	0.7	0.0	83	0.6%	i	61	5%	5%	4%
CCOC(=O)C1CCCCN1C(=O)CCc1nnc(-c2ccc3c(c2)OCO3)o1 (stereo not given)
 : /	0.5%	i	0.0	-0.6	55	-0.2%	i	24	3%	29%	7%
CC(NC(=O)c1ccc(S(=O)(=O)C(F)F)cc1)c1ccccc1 (stereo not given)
 : 1.1	2.2%	i	0.5	-1.0	77	0.6%	i	3	-9%	2%	8%
Cc1ccc(NC(=O)Cc2ccccc2F)cc1S(=O)(=O)N1CCCCCC1
 : /	6.0%	i	0.2	2.9	66	0.5%[50 µM]	i	31	/	/	4%
O=c1[nH]c2ccccc2nc1/C=C/c1ccc(O)cc1
 : 0.8	/	+	2.0*	3.8	83	-0.3%	/	/	0%	22%	31µM*
CCCCN1C(Nc2ccccc2)=NC[C@@H]1CC(C)C
 : /	-0.8%	i	1.3	-5.4	87	2.6%	i	14	/	5%	7%
Cc1cccc(C)c1NC(=O)CSC(=O)c1sc2ccccc2c1Cl
 : /	1.5%	i	0.4	-1.1	53	-0.2%	i	58	-7%	5%	12%
COc1ccc2nc(SCC(=O)N3CCN(c4ccc(F)cc4)CC3)c(C#N)cc2c1
 : 1	5.3%	i	1.1	6.3	78	2.5%	i	38	7%	16%	4%
CC(C)C(NC(=O)c1ccccc1)C(=O)NCCc1ccccc1 (stereo not given)
 : 1	0.2%	i	0.5	0.7	37	-0.2%	i	30	-7%	-6%	3%
COc1ccc(C(C(=O)NC2CCCCC2)N2CCC3(CC2)OCCO3)cc1 (stereo not given)
 : 1	0.9%	i	0.4	-0.3	65	4.9%	i	54	6%	5%	6%
COc1cc(OC)c2ccc(=O)oc2c1C(CCN1CCCC1)c1ccc(N(C)C)cc1 (stereo not given)
 : /	-0.8%	i	0.9	-3.5	94	1.4%	i	27	-4%	9%	10%
O=C(O)CCn1cc(-c2ccc(Cl)cc2)nc1-c1ccc(Cl)nc1
 : /	0.6%	i	1.0	1.5	46	0.9%	i	54	/	10%	8%
COc1ccc(CCNC(=O)CSc2nnc(Cc3csc(N)n3)n2C)cc1OC
 : 1.1	-0.7%	i	1.0	-0.1	40	1.1%	i	53	3%	2%	6%
CN(Cc1ccc(C(C)(C)C)cc1)C(=O)Cc1ccc(S(=O)(=O)N2CCOCC2)s1
 : /	8.0%	i	1.0	4.5	49	-0.3%[50 µM]	i	43	/	/	9%
COC(=O)C1=C(C)NC(C)=C(C(=O)OC)C1c1ccccn1
 : 1.1	0.7%	i	6.3	-0.9	41	4.9%	i	7	0%	3%	6%
O=C(O)Cn1nc2ccccc2n1
 : 1	0.1%	i	2.4	8.9	82	0.6%	i	47	-8%	14%	3%
O=S(=O)(c1ccc(S(=O)(=O)N(Cc2cccs2)CC2CCCO2)cc1)N1CCCCC1 (stereo not given)
 : 1	-1.7%	i	4.0	2.2	50	2.0%	i	41	4%	6%	-1%
COC(=O)Nc1ccc(S(=O)(=O)N2CCCC(C(=O)N3CCC(C)CC3)C2)cc1 (stereo not given)
 : 1.4	-1.8%	i	0.2	1.9	50	-0.6%	i	41	1%	12%	0%
COc1ccc2c(c1)c1ccc3c(c1n2C)C(=O)C=CC3=O
 : /	/	?	/	25	96	0.4%	/	/	1%	9%	21%
Cc1ccc(NC(=O)C(CC(C)C)NC(=O)C2CCC(C)CC2)nc1 (stereo not given)
 : 1.1	0.9%	i	0.3	-2.1	82	7.2%	i	35	16%	4%	4%
CC(NC(=O)Cc1cccs1)c1ccccc1 (stereo not given)
 : 1.1	0.3%	i	0.1	-1.1	94	0.3%	i	27	-5%	5%	12%
Cc1cccc(-c2oc3ccccc3c2-c2ccc3c(c2)OCO3)c1
 : /	1.8%	i	1.6	/	/	0.3%	i	15	1%	-3%	3%
Cc1cc(C)n(CCCNC(=O)c2ccc3c(c2)NC(=O)CS3)n1
 : 1.1	1.1%	i	0.6	-1.4	94	0.9%	i	41	4%	-4%	6%
Cc1ccc(CNC(=O)CN(c2cccc([N+](=O)[O-])c2)S(C)(=O)=O)cc1
 : 1.1	1.5%	i	0.6	0.5	47	-0.4%	i	34	-2%	11%	6%
COc1ccc(-c2nnc(-c3ccc(OCC(C)C)cc3)o2)cc1
 : 1	4.8%	i	1.2	2.7	89	-0.1%	i	14	-3%	7%	-4%
O=C(Cc1cccs1)N1CCN(c2nc(-c3ccc(Cl)cc3)cs2)CC1
 : 1.1	19%	i	0.8	4.1	74	4.0%	i	56	-3%	8%	6%
COc1cccc(NC(=O)C2CCCN2S(=O)(=O)c2ccc3c(c2)n(C)c(=O)c(=O)n3C)c1 (stereo not given)
 : /	0.3%	i	1.7	0.5	64	1.8%	i	11	-9%	11%	7%
Cc1ccc(C)c(NC(=O)C2CCCN(c3cnccn3)C2)c1 (stereo not given)
 : /	1.9%	i	0.7	1.1	66	0.3%	i	9	-7%	13%	14%
c1ccc(-n2ncc3c(N4CCCC4)ncnc32)cc1
 : 1.1	22%	i	1.5	0.8	70	0.3%	i	50	0%	26%	5%

Screens deposited in PubChem BioAssay by several laboratories.
